Assay outcomes from PubChem BioAssay.
MIN6 prolif: inducers of MIN6 beta-cell proliferation, primary screen, ATP luminescence, uHTS. MIN6 cells proliferation, ATPlite luminescence, 48 h; cells starved in 0.2% serum; 100% = growth in 10% serum. proliferation, % at 10 µM. 0.29% of 330,000 active. AID 2380, 2010;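 active = compounds whose signal lies at least 3.5 SD above the mean of all wells on their plate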;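 also: 0% = DMSO-treated cells in low-serum medium and 100% = 10% serum control; some compounds called inactive have numbers as strong as hits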
mIAP activ: activators of mouse IAP, primary screen, biochemical, luminescence, uHTS; intestinal alkaline phosphatase [Mus musculus]; muIAP, CDP-Star luminescence, 30 min; stronger effect = higher value; 1 = vehicle-only enzyme signal, 0 = enzyme-free wells; activation factor at 10 µM; 0.24% of 330,000 active; AID 2805, 2010;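 active = activation factor of at least 2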; also: the source names both 10 and 20 µM as test concentration; values of inactives mirror those of a sister screen read the other way
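System: Mouse IAP enzyme | Also added: CDP-Star substrate | Dosing: Compounds dispensed in DMSO | Schedule: 30 min enzyme-substrate-compound incubation at room temperature | Technique: Chemiluminescence readout | Control set: DMSO-only wells and no-enzyme negative control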
NR3A LBD binder: binders of NR3A ligand-binding domain, primary screen, biophysical, differential scanning fluorimetry, uHTS; Tm shift relative to glycine control, % at 25 µM; 2.5% of 340,000 active; AID 1259313, 2017; NR3A LBD differential scanning fluorimetry, Tm shift; 0% = protein alone, 100% = glycine-bound protein;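 active = melting temperature shift of at least 10% of the positive control shift, at one fixed dose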
hIAP activ: human IAP activators, primary screen, biochemical, luminescence, uHTS. Intestinal-type alkaline phosphatase (Homo sapiens), P09923. purified human IAP, CDP-Star luminescence, 30 min; stronger effect = higher value; 1 = vehicle-only enzyme, 0 = enzyme-free background. activation factor at 10 µM. 0.16% of 330,000 active;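 active = activation factor of the enzyme at least 2-fold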; also: the source names both 10 and 20 µM as test concentration; values of inactives mirror those of a sister screen read the other way
Target sequence (P09923 whole entry, looked up): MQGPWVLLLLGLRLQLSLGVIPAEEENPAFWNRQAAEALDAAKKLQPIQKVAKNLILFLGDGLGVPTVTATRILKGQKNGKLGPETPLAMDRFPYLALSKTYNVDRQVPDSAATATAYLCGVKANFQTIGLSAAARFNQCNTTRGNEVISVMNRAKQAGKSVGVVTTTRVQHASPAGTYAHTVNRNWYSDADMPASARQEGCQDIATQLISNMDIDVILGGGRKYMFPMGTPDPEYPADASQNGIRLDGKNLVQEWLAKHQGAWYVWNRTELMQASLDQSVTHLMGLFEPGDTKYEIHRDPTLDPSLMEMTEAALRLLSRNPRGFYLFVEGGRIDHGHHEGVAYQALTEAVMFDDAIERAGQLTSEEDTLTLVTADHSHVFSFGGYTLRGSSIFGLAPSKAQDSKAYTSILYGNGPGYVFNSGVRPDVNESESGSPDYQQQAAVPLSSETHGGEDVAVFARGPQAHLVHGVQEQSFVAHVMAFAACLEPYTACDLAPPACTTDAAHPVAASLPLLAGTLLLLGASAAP
MPTP inh: mitochondrial permeability transition pore inhibitors, primary screen, biochemical, isolated mouse mitochondria, absorbance; Ca2+ swelling absorbance, 30 min; inhibition, % at 10 µM; 1.4% of 360,000 active;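 active = inhibition of 50% or more, scaled per plate between neutral and stimulator controls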;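 also: 0% = DMSO wells given calcium and 100% = 1 mM EGTA wells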
A3G deaminase: APOBEC3G DNA deaminase inhibitors, primary screen, biochemical, fluorescence, single-stranded DNA substrate, uHTS. AID 493012, 2011. recombinant A3G, ssDNA deamination FAM/TAMRA fluorescence. 0.28% of 330,000 active. inhibition, % at 20 µM;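 active = inhibition of at least 40% at 20 µM, with no more than 30% in the related APOBEC3A deaminase screen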;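 also: plate controls were DMSO wells with A3G for no effect and wells lacking A3G enzyme for full effect; some compounds called inactive have numbers as strong as hits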
Target sequence (Q9HC16 whole entry, looked up): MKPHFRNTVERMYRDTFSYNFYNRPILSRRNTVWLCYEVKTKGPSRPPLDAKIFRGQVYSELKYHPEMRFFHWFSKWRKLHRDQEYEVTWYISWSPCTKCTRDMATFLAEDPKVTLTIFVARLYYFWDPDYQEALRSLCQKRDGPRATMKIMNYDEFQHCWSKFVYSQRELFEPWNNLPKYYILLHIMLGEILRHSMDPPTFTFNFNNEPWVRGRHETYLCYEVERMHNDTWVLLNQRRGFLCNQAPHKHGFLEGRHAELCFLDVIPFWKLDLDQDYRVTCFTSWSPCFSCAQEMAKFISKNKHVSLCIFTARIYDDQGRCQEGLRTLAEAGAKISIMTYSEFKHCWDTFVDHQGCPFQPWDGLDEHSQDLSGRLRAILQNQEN
mIAP block: inhibitors of mouse IAP, primary screen, biochemical, luminescence, uHTS | 0.2% of 330,000 active | purified mouse IAP, CDP-Star luminescence, 30 min | inhibition, % at 10 µM;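 active = inhibition of at least 40% at 10 µM in the primary screen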;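 also: plate controls were DMSO with enzyme for no effect and no enzyme wells for full effect; values of inactives mirror those of a sister screen read the other way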
hIAP block: human IAP inhibitors, primary screen, biochemical, luminescence, uHTS. Intestinal-type alkaline phosphatase (Homo sapiens), P09923. purified IAP, CDP-Star luminescence, 30 min. inhibition, % at 10 µM. 0.12% of 330,000 active. AID 2544, 2010;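 active = inhibition reaching a set limit with compound at 10 µM in the primary screen, cut at about 35% in these data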;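 also: plate controls were DMSO wells with enzyme for no effect and no-enzyme buffer wells for full effect; values of inactives mirror those of a sister screen read the other way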
A3A deaminase: APOBEC3A ssDNA deaminase inhibitors, primary screen, selectivity assay for APOBEC3G inhibitor project, biochemical, FAM/TAMRA oligo cleavage fluorescence | recombinant A3A, FAM/TAMRA ssDNA deamination fluorescence | inhibition, % at 20 µM | 0.41% of 330,000 active | DNA dC->dU-editing enzyme APOBEC-3A (Homo sapiens), P31941;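 active = at least 40% inhibition at 20 µM here, with at most 30% in a related deaminase screen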;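 also: plate controls were A3A with DMSO for no effect and wells lacking A3A enzyme for full effect; some results filed as inactive read as strong as hits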
Target sequence (P31941 whole entry, looked up): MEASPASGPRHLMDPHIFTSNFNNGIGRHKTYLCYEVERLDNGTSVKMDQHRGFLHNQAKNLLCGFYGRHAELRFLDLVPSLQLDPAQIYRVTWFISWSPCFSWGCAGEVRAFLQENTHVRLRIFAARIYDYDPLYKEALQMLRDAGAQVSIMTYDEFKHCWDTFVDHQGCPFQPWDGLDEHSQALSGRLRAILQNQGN
* marks the source's active call; other numbers are inactive results; . = no result given.

SMILES	MIN6 prolif	mIAP activ	NR3A LBD binder	hIAP activ	MPTP inh	A3G deaminase	mIAP block	hIAP block	A3A deaminase
Cc1cccc(N(Cc2ccccc2)C(=O)c2cc(S(=O)(=O)N3CCOCC3)ccc2Cl)c1	-2	1	-2	0.84	0.5	-2	-3	16	2
CCOC(=O)CC(c1ccc(N)cc1)n1c(C)ccc1C (stereo unspecified)	-5	1.1	0	1.1	1.1	-5	-7	-10	-4
CNc1ccc(C(=O)OCC(=O)Nc2ccnn2C(C)C)cc1[N+](=O)[O-]	6	1	3	0.91	-1.0	-6	0	10	-1
CN1C(=O)c2c(sc3c2CC(C)(C)SC3)N2CCN=C12	2	0.99	1	1.5	-0.7	-6	1	-54	-1
O=C1COc2ccc(S(=O)(=O)CCC(=O)NC3CCCCC3)cc2N1	-2	0.98	0	1	-0.8	-7	2	-2	-8
COc1ccc(-n2nc(C(=O)NCC(=O)NCCC3=CCCCC3)c3ccccc3c2=O)cc1	0	1	0	1	0.9	-1	-2	-2	-5
CCn1c(SCc2cccnc2)nc2c1c(=O)n(C)c(=O)n2C	3	0.97	2	0.95	-1.7	-7	3	5	-3
N#Cc1c2n(c3c(=O)n(CC(=O)c4ccc(Br)cc4)cnc13)CCCC2	-3	0.89	-1	1.3	-1.7	-3	11	-26	-2
Cc1ccc(C(=O)N[C@H](C(=O)OCc2cc(=O)n3c(n2)sc2ccccc23)C(C)C)cc1	0	0.95	-1	0.87	7.7	9	5	13	19
COc1cc(C(=O)NC(=S)Nc2ccc(N3CCCC3)cc2)cc(OC)c1OC	-6	0.77	-2	0.79	0.3	-7	23	21	-2

3 compounds drawn at random from the list so far:
SMILES	MIN6 prolif	mIAP activ	NR3A LBD binder	hIAP activ	MPTP inh	A3G deaminase	mIAP block	hIAP block	A3A deaminase
COc1ccc(-n2nc(C(=O)NCC(=O)NCCC3=CCCCC3)c3ccccc3c2=O)cc1	0	1	0	1	0.9	-1	-2	-2	-5
N#Cc1c2n(c3c(=O)n(CC(=O)c4ccc(Br)cc4)cnc13)CCCC2	-3	0.89	-1	1.3	-1.7	-3	11	-26	-2
COc1cc(C(=O)NC(=S)Nc2ccc(N3CCCC3)cc2)cc(OC)c1OC	-6	0.77	-2	0.79	0.3	-7	23	21	-2

(continued)
SMILES	MIN6 prolif	mIAP activ	NR3A LBD binder	hIAP activ	MPTP inh	A3G deaminase	mIAP block	hIAP block	A3A deaminase
COc1ccccc1CNC(=O)C(C)c1ccc([N+](=O)[O-])cc1 (stereo unspecified)	-1	0.98	-11	0.98	2.9	-4	2	2	-5
Cc1noc(C(=O)Nc2ccc(Cl)cc2)c1Cl	-3	1.1	.	0.99	.	-8	-6	1	-1
C/C(=N\NC(=O)Cn1nc(C)cc1C)c1ccc([N+](=O)[O-])cc1	-1	0.97	2	0.9	-2.7	-12	3	10	0
Cc1cnc(CN2CCc3c([nH]c4ccccc34)C2CC(C)C)[nH]1 (stereo unspecified)	-4	1	-2	0.91	0.9	-5	-5	9	1
COc1ccc2c(c1)CC/C(=C\Nc1ccc3c(c1)OCO3)C2=O	-4	0.77	2	0.78	2.1	21	23	22	-5
CC(=O)NCCc1nc2cc(NC(=O)c3ccc(F)cc3)ccc2n1C	0	0.97	0	1.1	-0.8	-3	3	-5	3
O=C(CSc1nnc(-c2ccccc2)n1Cc1ccccc1)NC1CC1	-1	0.88	1	1.2	0.6	-5	12	-18	24
Cc1ccc2[nH]c(=O)c(CN(C)S(=O)(=O)c3cccc4nonc34)cc2c1	-3	0.97	-2	1.1	-2.4	-5	3	-10	-3
Cc1cc(C)nc(N/N=C/c2cccc3ccccc23)n1	0	0.98	-1	0.83	-1.5	0	2	17	1
CCN1CCN(C(c2cccs2)C(C)NC(=O)c2c(F)cccc2F)CC1 (stereo unspecified)	2	1.1	2	0.9	-0.5	-2	-8	10	3
COC(=O)C1=C(C(=O)OC)[C@@H]2N(C)c3ccccc3[C@@]23C[C@@H](C(=O)OC)N(C(=O)C2CCC2)C3=N1	-5	0.95	1	1	0.1	-4	5	-2	1
COc1ccc(NC(=O)COc2nsnc2N2CCOCC2)c(OC)c1	-2	0.98	14*	1	-0.1	7	2	-4	0
CC(C)Cn1c(N)c(C(=O)COC(=O)c2ccc(O)cc2)c(=O)n(C)c1=O	-3	0.97	-4	0.95	2.7	-3	2	5	-1
COc1ccc2oc(=O)c(C(=O)NCc3cccnc3)cc2c1	-1	1	0	1.2	-1.5	-3	-2	-16	-3
O=C(OCC(=O)N1CCc2ccccc2C1)c1cc(=O)[nH]c2ccccc12	0	0.93	1	1	2.0	7	7	-2	4
O=S(=O)(c1ccc(Br)s1)N1CCNCC1	-2	1.1	0	1	1.9	-4	-7	-2	3
O=C(CSc1nc2ccccc2s1)Nc1ccc(N2CCOCC2)c(Cl)c1	-3	1.1	6	1.2	90*	3	-6	-21	11
CCCC1(C)SC(NC(C)=O)=NN1C(C)=O (stereo unspecified)	1	1	0	0.93	1.1	1	-4	7	-2
COc1ccc(CNC(=O)CCOc2ccc(C(C)(C)C)cc2)cc1	-4	1.1	2	1.2	1.0	-1	-6	-22	1
Cn1c(=O)c2cc(S(=O)(=O)NCCC(=O)NCC3CCCO3)ccc2n(C)c1=O (stereo unspecified)	0	1.1	3	1.1	-1.4	-2	-9	-11	2
C=CCc1cccc2cc(C(=O)NCCOC)c(=O)oc12	-4	0.99	0	1.1	0.1	-1	1	-14	3
CC(C)CN1CCN(Cc2cc(F)ccc2-n2cccn2)CC1CCO (stereo unspecified)	0	0.94	2	0.8	-0.6	-4	6	20	-3
Cc1ccc2[nH]cc(S(=O)(=O)c3ccc(C)c(C)c3)c(=O)c2c1	0	0.96	.	0.86	1.1	-5	4	14	-1
CN(C)CCCN(C(=O)CCc1ccccc1)c1nc2c(F)cccc2s1	0	0.9	-7	1	-1.3	-1	10	-5	-1
O=C(O)COc1ccccc1/C=N/NC(=O)C(O)c1ccccc1 (stereo unspecified)	-2	0.82	-1	0.82	-1.3	-4	18	18	-5
CCn1cc(C(=O)NCC(OC)OC)c(=O)c2cc(S(=O)(=O)N3CCC(C)CC3)ccc21	-5	1	2	1.4	-2.6	59*	-1	-44	-2
Cc1cccc(NC(=O)c2cc(S(=O)(=O)N(C)c3ccc(F)cc3)ccc2Cl)n1	-4	1.1	2	1.1	-1.2	6	-10	-10	2
CCN1C(=O)C(CC(=O)Nc2ccc(F)cc2)N(Cc2cccs2)C1=S (stereo unspecified)	-2	0.94	13*	0.94	0.5	1	6	6	1
CC1(c2nnc(Cc3ccccc3)o2)CC(c2ccccc2[N+](=O)[O-])=NO1 (stereo unspecified)	2	0.93	-3	1.1	0.2	3	7	-6	-1
Cc1ccc(-c2noc(CCC(=O)NCCN3CCc4ccccc4C3)n2)cc1	-2	0.93	-2	1.2	-0.9	-5	7	-16	-2
COc1cccc(CNC(=O)COC(=O)CCCNC(=O)c2ccc(Cl)cc2)c1	0	0.93	1	1.1	0.6	-9	7	-8	-1
CN(C)C(=S)Nc1ccc(Cc2ccncc2)cc1	-3	1.1	2	1.3	0.3	5	-7	-30	1
Cc1cnc(CN(C)C(=O)CC2C(=O)NCCN2Cc2cccc(F)c2F)[nH]1 (stereo unspecified)	0	0.92	6	1.1	-2.0	-7	8	-8	-5
COc1ccc(C2C3C(=O)N(Cc4ccccc4)C(=O)C3ON2c2ccccc2)c(OC)c1OC (stereo unspecified)	-3	0.99	-11	0.83	0.6	-5	1	17	-3
CCc1ccc(Nc2cc(C)nc3ncnn23)cc1	0	1	-1	1.2	0.8	-27	-3	-22	-2
CC(NC(=O)Cc1ccsc1)c1ccc(F)cc1 (stereo unspecified)	-3	1.1	-2	1.2	0.4	-1	-6	-15	-5
O=S1(=O)[C@H]2C[C@@H]3C=C[C@@]2(CN1Cc1ccc(F)cc1)O3	-3	1	-1	1.1	0.2	-4	0	-12	-2
Cc1ccc(/C(N)=N/OC(=O)COc2ccc(Cl)c(C)c2)cc1	0	1	-1	1.1	0.0	-8	-1	-10	-4
Cc1ccc2oc(C(=O)N3CCN(CCO)CC3)c(C)c2c1	-1	0.95	0	1.2	-0.1	-8	5	-22	1
CCC(CO)NCc1ccc(OCC(=O)Nc2cccc(C(F)(F)F)c2)c(OC)c1 (stereo unspecified)	-3	1	-3	1	58*	-8	-3	-4	-1
COc1cccc(C(=O)CN2CCN(S(=O)(=O)c3cccc([N+](=O)[O-])c3)CC2)c1	0	0.93	-2	1	0.0	0	7	-1	0
Cc1ccc(C)c(-c2nnc(NC(=O)Cc3ccccc3)o2)c1	-5	0.97	-1	1.2	0.4	-6	3	-22	-4
O=C(CCSc1nccn1Cc1ccccc1)N1CCOCC1	-1	0.95	0	0.93	-0.5	-6	5	7	-1
COC(=O)C1NN=C(C(=O)c2ccccc2)C1c1ccccc1 (stereo unspecified)	0	1	6	1.1	-0.2	-3	-5	-8	5
Cc1cc2cccc(C)c2nc1SCC(=O)N(C)c1nc(-c2ccccc2)cs1	-3	0.98	-4	1	0.8	-7	2	0	-4
CCOC(=O)N1CCN(C(=O)c2ccc3c(=O)n(Cc4ccc(OC)cc4)c(=S)[nH]c3c2)CC1	-1	0.98	1	1.1	1.2	-12	2	-12	-4
Cc1ccccc1NC(=O)N(CCc1nc2ccccc2[nH]1)Cc1ccccc1	0	1.2	-1	1.2	-0.2	0	-18	-23	1
CCN(CCn1cccn1)C(=O)CCc1nnc(-c2ccc3c(c2)OCO3)o1	-3	0.92	-1	1	0.3	-6	8	-2	-3
CN(Cc1nc2ccc(Cl)cc2[nH]1)Cc1nc(-c2cnccn2)no1	-1	0.86	-1	0.88	2.9	-4	14	12	-5
CCOc1ccc(NC(=O)CCNS(=O)(=O)c2ccc3c(c2)CC(C)N3C(C)=O)cc1 (stereo unspecified)	1	0.97	-1	1.2	-1.0	-6	3	-19	-4
Further compounds.
SMILES	MIN6 prolif	mIAP activ	NR3A LBD binder	hIAP activ	MPTP inh	A3G deaminase	mIAP block	hIAP block	A3A deaminase
Cc1noc(C)c1S(=O)(=O)N(CC(=O)Nc1ccc2c(c1)OCCO2)c1ccc(C(C)C)cc1	-8	2*	1	1.2	1.5	-3	-103	-17	0
Cc1sc2ncnc(N3CCC(C(=O)Nc4cc(Cl)ccc4Cl)CC3)c2c1C	-7	1.1	-2	1.2	1.1	-3	-13	-18	7
Cc1sc(N)nc1-c1ccc(Oc2ccccc2)cc1	-3	0.95	-6	1.3	0.3	0	5	-26	-7
O=c1oc2ccccc2c(NCc2cccc(F)c2)c1[N+](=O)[O-]	-2	0.93	1	1	3.0	-2	7	-4	1
CCCC(=O)Nc1ccc(C(=O)NNC(=O)c2cccs2)cc1	-2	0.9	1	0.93	-0.8	-6	10	7	9
Cc1cc(C)n(C(=O)c2ccc(C)c(S(=O)(=O)N3CCOCC3)c2)n1	0	1.1	0	0.97	2.2	1	-6	3	-1
C[C@@H]1NC(=O)[C@@]2(C)[C@@H](c3ccccc3)[C@H]3COc4ccccc4[C@@H]3N2C1=O	-3	1	-1	1.1	-0.8	-7	0	-6	-4
